# Screens deposited in PubChem BioAssay by National Center for Advancing Translational Sciences (NCATS).
# EPAC1 ag: qHTS for Agonist of cAMP-regulated guanine nucleotide exchange factor 3 (EPAC1): primary screen; Rap guanine nucleotide exchange factor 3 (Homo sapiens), O95398; EPAC1 agonist qHTS, biochemical assay; response scale: 100% = response to 6.5 mM cAMP; Potency, µM (series often up to 154 µM), for inactives: at the highest dose activation, hits mostly activators; 360,000 compounds, 0.073% hits; also: nearly all actives have a fitted effect of over 60% in size
#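 EPAC1 100 nM, Rap1B–BODIPY-GDP 250 nM, unlabeled GDP 50 uM; compound titration; 5 min RT; kinetic read ex480/em540 at 5-min intervals ×30 min; data normalized to 6.5 mM cAMP agonist control.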
# EPAC2 ag: qHTS for Agonist of cAMP-regulated guanine nucleotide exchange factor 4 (EPAC2): primary screen | Potency, µM (highest dose often 154 µM), for inactives: at the top dose activation, most hits filed as activators | 360,000 compounds, 0.079% hits | EPAC2 activation, biochemical qHTS; response scale: 100% = 6.5 mM cAMP response; also: nearly all actives have a fitted effect of over 50% in size
# Target sequence (Q8WZA2 whole entry, looked up): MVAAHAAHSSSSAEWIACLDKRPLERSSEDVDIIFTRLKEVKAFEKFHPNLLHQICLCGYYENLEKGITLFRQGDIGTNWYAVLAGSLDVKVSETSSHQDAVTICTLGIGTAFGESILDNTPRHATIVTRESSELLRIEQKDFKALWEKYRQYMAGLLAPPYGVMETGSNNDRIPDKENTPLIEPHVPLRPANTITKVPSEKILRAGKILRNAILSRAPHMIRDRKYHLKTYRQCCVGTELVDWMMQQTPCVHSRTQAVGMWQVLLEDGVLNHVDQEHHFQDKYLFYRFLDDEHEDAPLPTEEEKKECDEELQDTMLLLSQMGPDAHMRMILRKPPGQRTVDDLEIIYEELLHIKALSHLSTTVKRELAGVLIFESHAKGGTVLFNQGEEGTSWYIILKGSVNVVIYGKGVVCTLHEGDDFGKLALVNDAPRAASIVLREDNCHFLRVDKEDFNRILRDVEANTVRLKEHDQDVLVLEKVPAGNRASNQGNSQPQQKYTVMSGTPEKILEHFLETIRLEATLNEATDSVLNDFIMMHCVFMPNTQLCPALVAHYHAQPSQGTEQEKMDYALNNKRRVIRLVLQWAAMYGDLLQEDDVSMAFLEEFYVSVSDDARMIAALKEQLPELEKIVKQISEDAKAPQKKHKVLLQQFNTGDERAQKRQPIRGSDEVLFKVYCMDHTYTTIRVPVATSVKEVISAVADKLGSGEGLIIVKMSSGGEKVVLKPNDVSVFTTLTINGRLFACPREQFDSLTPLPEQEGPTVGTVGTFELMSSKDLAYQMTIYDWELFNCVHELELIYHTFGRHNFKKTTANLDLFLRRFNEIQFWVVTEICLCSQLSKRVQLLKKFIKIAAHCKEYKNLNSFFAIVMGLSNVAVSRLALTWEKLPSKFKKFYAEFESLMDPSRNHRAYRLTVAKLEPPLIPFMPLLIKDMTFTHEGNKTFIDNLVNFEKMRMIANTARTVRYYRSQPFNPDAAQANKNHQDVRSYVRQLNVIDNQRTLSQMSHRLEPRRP
#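 Fluorescence exchange assay: 100 nM EPAC2 with 250 nM RAP1B-BODIPY-GDP and 50 uM GDP; compounds tested as a concentration-titration series (qHTS). Loss of Rap1-bound BODIPY-GDP fluorescence read at 480/540 nm; data normalized to 6.5 mM cAMP.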
# TDP43 rescue: qHTS of TDP-43 Inhibitors; TDP-43 expressing yeast growth rescue, BacTiter-Glo, 24 h; Potency, µM (top dose mostly 46.1 µM), inactives show at the top dose growth rescue (activation), most hits filed as activators; 410,000 compounds, 1.8% hits; also: % of control where 0% means no effect; nearly all actives have a fitted effect of over 50% in size
#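 Galactose-induced TDP-43 yeast, OD600=0.02, compound pinned; 24 hr, 30 deg C; BacTiter-Glo luminescence for growth. Inhibitors of TDP-43 toxicity read as activators.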
# aSyn yeast inh: qHTS of alpha-syn Inhibitors. Yeast expressing alpha-synuclein, growth rescue, BacTiter-Glo, 24 h. Potency, µM (highest dose often 46.1 µM), for inactives: at the top dose growth rescue (activation), actives largely listed as activators. 370,000 compounds, 0.14% hits; also: % of control where 0% means no effect; nearly all actives have a fitted effect of over 65% in size
#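 Rescue of yeast growth: cells expressing toxic alpha-synuclein, induced in galactose at OD600 0.02, incubated with compound 24 h at 30 C. ATP luminescence quantified growth; inhibitors of toxicity appear as activators.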
# FUS suppressor: qHTS for Suppressors of FUS Proteinopathy: Primary screen using FUS-linked yeast assay; S. cerevisiae FUS-expressing, growth rescue, OD600, 24 h; Potency, µM (doses to about 76.6 µM), inactives show top-dose growth rescue (activation), actives largely listed as activators; 390,000 compounds, 0.24% hits; AID 1347120, 2019;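 also: plate controls were DMSO vehicle for no effect and reference control for full effect; nearly all actives have a fitted effect of over 55% in size; some results filed as inactive show a strong effect at the top dose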
#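 Galactose (2%) drives FUS expression in yeast precultured in raffinose; seeding density OD 0.005. Test compounds incubated 24hr at 30C and 99% humidity before absorbance at 600 nm was measured.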
# PTHR1 ag: qHTS for PTHR1 Agonists: Primary Screen; HEK293 GP2 PTHR1 cells, GloSensor cAMP luminescence, 1 h; AID 743266, 2014; Parathyroid hormone/parathyroid hormone-related peptide receptor (Homo sapiens), Q03431; 410,000 compounds, 0.075% hits; Potency, µM (top dose mostly 115 µM), for the others: at the highest dose activation, hits mostly activators; also: nearly all actives have a fitted effect of over 55% in size; some results filed as inactive show a strong effect at the top dose; inactives centre near -15; many of its hits are not listed in these tables
#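 HEK-293-derived GP2 cells expressing PTHR1 and a GloSensor cAMP reporter, 3,000/well, plated overnight, given luciferin plus IBMX (each 0.5 mM as added) for 1 h at 37 °C, then compound for 1 h at 37 °C. Luminescence was read after 15 min at room temperature.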
# EPAC1 antagonist: qHTS for Antagonist of cAMP-regulated guanine nucleotide exchange factor 3 (EPAC1): primary screen; EPAC1 GEF assay, Rap1b-BODIPY-GDP exchange fluorescence; AID 720709, 2013; Rap guanine nucleotide exchange factor 3 (Homo sapiens), O95398; Potency, µM (titrated, usually from 115 µM), for the others: at the top dose activity change, negative = inhibition, most hits filed as inhibitors; 360,000 compounds, 0.14% hits;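 also: plate controls were vehicle for no effect and positive control for full effect; nearly all actives have a fitted effect of over 50% in size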
# EPAC2 antagonist: qHTS for Antagonist of cAMP-regulated guanine nucleotide exchange factor 2 (EPAC2): primary screen; Rap guanine nucleotide exchange factor 4 (Homo sapiens), Q8WZA2; EPAC2 GEF exchange of Rap1B-BODIPY-GDP, fluorescence; Potency, µM (titrated, usually from 114 µM), for the others: top-dose activity, negative = inhibition, actives largely listed as inhibitors; 360,000 compounds, 0.18% hits; also: % is scaled to controls: 0 for no effect and ±100 for the full control effect; nearly all actives have a fitted effect of over 45% in size; many of its hits are not listed in these tables
# * marks the source's active call; other numbers are inactive results; i = inactive; ? = inconclusive; · = no result given; & = joins results of further samples; [ ] = remark or other dose. Calls follow the shape of the dose curve; as a rule, active = well fitted curve in the direction sought with a large enough effect; inconclusive = small, poorly fitted or top-dose-only effect, or another doubt; inactive = no such curve, though single readings can be large; an effect the other way counts as inactive or inconclusive. Potency is read from the fitted curve at half-maximal effect.
SMILES,EPAC1 ag,EPAC2 ag,TDP43 rescue,aSyn yeast inh,FUS suppressor,PTHR1 ag,EPAC1 antagonist,EPAC2 antagonist
CSc1nnc(CNC(=O)c2ccccc2)n1-c1ccc(F)cc1,2.2%,6.9%,0.0%,-9.5%,-12.6%,i,-1.7%,1.2%
CC(C)[C@H](N)C(=O)NC[C@H]1CC[C@H](C(=O)N[C@@H](Cc2ccccc2)C(=O)O)CC1,-2.6%,2.9%,-5.7%,-2.0%,27.1%,-0.1%,?,2.0%
C/C=C(\C)C(=O)Nc1cccc(C2=NOC3(C2)C[C@H](C(N)=O)N(C(=O)c2cc([N+](=O)[O-])cc([N+](=O)[O-])c2)C3)c1 (some centres not stated),-6.9%,7.7%,28.5%,-1.3%,30.1%,-22.8%,-7.3%,6.8%
O=C(COC(=O)c1ccc(Cl)c(S(=O)(=O)N2CCCC2)c1)NCc1cccs1,2.5%,6.4%,-8.6%[9.22 µM],-3.2%,16.5%,-53.5%[inhibitor],-12.2%,-0.7%
CCC(O)C1CCN(C(=O)c2ccc(OC3CCN(Cc4ccccn4)CC3)cc2)CC1 (configuration not stated),-11.9%,-2.3%,7.7%,1.0%,16.3%,i,6.3%,6.1%
COc1cccc(/C=N\NC(C)=O)c1OC/C=C/c1ccccc1,5.6%,1.8%,13.7%,-0.2%,·,i,-7.8%,-2.8%
O=C(N=NC(=O)c1ccc2c(O)n(CC3CCCO3)c(O)c2c1)c1cccnc1 (configuration not stated),15.2%,0.0%,14.5%,3.3%,-18.8%,i,8.8%,7.1%
Cc1ccc(N(CC(=O)NC(C)C)C(=O)CCC(=O)Nc2nccs2)cc1,2.4%,7.4%,-4.5%,-5.8%,-1.9%,1.9%,9.3%,-19.6%
CCOc1ccc(CCNC(=O)C2CC(=O)N(c3ccc4c(c3)OCCO4)C2)cc1OCC (configuration not stated),-9.7%,-1.9%,14.5%,0.2%,-4.2%,i,23.5%,7.4%
C=CCN1C(=O)C(C)S/C1=N\S(=O)(=O)c1ccc(Cl)cc1 (configuration not stated),-5.3%,-10.7%,1.5%,3.3%,-15.9%,i,-22.6%,-5.2%
Cc1ccc(S(=O)(=O)NC(=O)Nc2cc(C)on2)cc1,0.3%,6.4%,-16.0%,-7.2%,12.6%,-1.4%,-3.6%,-10.2%
COC(=O)C1(C)NC(c2ccccc2C)C2C(=O)N(c3ccc(F)cc3)C(=O)C21 (configuration not stated),3.6%,3.6%,-4.8%,1.2%,10.0%,i,-0.5%,0.9%
CCN1CCN(CC(O)COC(c2ccccc2)c2ccccc2C)CC1 (configuration not stated),4.2%,12.3%,15.5%,4.5%,-24.5%,-0.2%,-25.7%,1.8%
Cc1ccc(S(=O)(=O)c2nc(-c3ccccc3Br)oc2N(C)C)cc1,6.0%,10.7%,-1.9%,-1.5%,15.1%,i,6.1%,8.2%
CC(C(=O)NC1=NCCS1)N1C(=O)C2CC=CCC2C1=O (configuration not stated),4.4%,8.1%,-11.5%,7.0%,25.8%,i,16.0%,23.2%
CC(C)(CO)NCc1cccc(OCc2ccc(Cl)cc2)c1,12.4%,11.0%,?,4.4%,-12.3%,i,-8.3%,-0.7%
CC(C)NS(=O)(=O)c1ccc(CCC(=O)O)cc1,-4.5%,1.4%,-14.4%,-1.8%,0.2%,i,-0.5%,13.1%
O=C(Cc1cc(=O)[nH][nH]1)N/N=C/c1c(F)cccc1Cl,-4.5%,2.0%,-25.4%,-0.4%,-7.0%,20.2%,-1.8%,3.9%
N#Cc1c(-c2ccccc2)ccn(Cc2cccc(Cl)c2)c1=O,2.9%,3.3%,1.8%,-15.4%,-45.7%,-8.1%,0.5%,3.0%
COc1ccc(N2CCN(C(=O)c3cc(C)on3)CC2)cc1,8.5%,1.3%,1.0%,-3.9%,7.3%,12.8%,?,3.7%
O=C(/C=C/c1ccc(F)cc1)NC(=S)NNC(=O)[C@H]1C[C@@H]1c1ccccc1,-26.5%,-5.5%,6.31µM*,10µM*,6.1%,-19.0%,14.9%,8.6%
Oc1ccc(/C=N/Nc2nc(-c3ccc(Cl)cc3)cc(C(F)(F)F)n2)cc1,10.2%,-14.1%,16.0%,0.0%,1.9%,-41.2%[inhibitor],?,-25.8%
Cc1nn(-c2ccccc2)c(C)c1/C=N/O,1.9%,11.8%,7.2%,0.5%,-1.8%,-0.8%[57.5 µM],-1.3%,-3.5%
COc1cc(C(c2c(C)[nH][nH]c2=O)c2c(C)[nH][nH]c2=O)ccc1OS(=O)(=O)c1ccccc1,5.8%,6.9%,1.9%,1.9%,?,i,-14.7%,-5.3%
CCC(C)(C)NC(=O)C(c1ccc(OC)cc1)N(Cc1cccs1)C(=O)CCC(=O)Nc1cc(C)on1 (configuration not stated),7.6%,2.6%,-8.3%,-0.1%,27.1%,-23.7%,-15.9%,-21.0%
Nn1c(Nc2ccccc2)nc2sc3c(c2c1=O)CCC3,17.3%,22.8%,?,11.0%,?,-21.5%[57.5 µM],-22.5%,-15.0%
CCOC(=O)CSC(CC)C(=O)Nc1nnc(CC)s1 (configuration not stated),4.6%,6.5%,4.6%,?,-17.4%,-20.6%,14.4%,5.3%
Cc1cc(SCc2cc(=O)[nH]c3ccccc23)nc2ccccc12,2.0%,4.6%,-1.6%,2.7%,34.7%,i,?,-0.1%
CC1(C)SCC2C(=O)N3C(CSC3(C)C)C(=O)N21 (configuration not stated),2.7%,6.6%,-14.5%,1.7%,-10.2%,-8.5%[57.5 µM],3.5%,5.0%
CN(C(=O)COC(=O)c1cc([N+](=O)[O-])ccc1N1CCCC1)C1CCS(=O)(=O)C1 (configuration not stated),5.0%,9.9%,-15.5%,-2.9%,5.0%,-10.6%,-3.6%,0.5%
Cc1ccc(C)c(N(CC(=O)N2CCCC2)S(C)(=O)=O)c1,5.7%,4.8%,·,0.6%,10.0%,-15.5%,-10.9%,1.9%
COCCCNC(=O)CN(Cc1ccc(Cl)cc1)S(C)(=O)=O,-4.0%,0.8%,-16.0%,-5.6%,-14.5%,i,-1.3%,13.1%
CC12CCC(=O)N1C(C(=O)NNC(=O)c1ccccc1F)CS2 (configuration not stated),-3.3%,2.7%,-17.8%,-5.1%,?,4.5%,-12.3%,26.4%
C=CCC[C@@H](Cc1ccc(F)cc1)C(=O)OC[C@H](C)NC(=O)[C@@H](CC=C)CC(=O)N[C@@H](CO)Cc1ccccc1,-10.5%,-5.2%,16.3%,0.2%,?,2.8%,-2.3%,7.2%
C/C(=C1/SC(N2CC(C)OC(C)C2)=NC1=O)c1ccccc1 (configuration not stated),-3.4%,-4.1%,0.0%,3.8%,17.6%,-6.9%[57.5 µM],-1.2%,9.8%
CC(=O)Nc1ccc(S(=O)(=O)N[C@@H](C)C(=O)N2CCN(c3ccccn3)CC2)cc1,2.7%,-7.0%,2.4%,0.1%,3.2%,i,-8.1%,3.9%

# Just EPAC2 antagonist and TDP43 rescue, for some of the entries so far:
molecule | EPAC2 antagonist | TDP43 rescue
CC1(C)SCC2C(=O)N3C(CSC3(C)C)C(=O)N21 (configuration not stated) | 5.0% | -14.5%
COCCCNC(=O)CN(Cc1ccc(Cl)cc1)S(C)(=O)=O | 13.1% | -16.0%

# Continuation:
SMILES,EPAC1 ag,EPAC2 ag,TDP43 rescue,aSyn yeast inh,FUS suppressor,PTHR1 ag,EPAC1 antagonist,EPAC2 antagonist
Cn1nc(C(=O)Nc2ccc(S(=O)(=O)N3CCCC3)cc2)ccc1=O,0.0%,-11.0%,-7.5%,-0.3%,15.4%,-22.1%,-19.5%,-4.0%
CC(C)CN(CCCNC(=O)CN1N=C(c2ccc(Cl)cc2)CCC1=O)CC(C)C,-11.3%,-13.9%,-5.9%&1.2%,1.2%,-22.1%&-22.1%,i,4.8%,6.7%
COc1cc(OC)cc(C(=O)NNC(=O)CCC(=O)c2cccs2)c1,-9.0%,9.2%,25.9%,0.5%,15.6%,i,-8.1%,-5.3%
CCNC(=O)CC1C(=O)N(c2ccc(F)cc2)C(=O)N1Cc1ccccn1 (configuration not stated),2.6%,10.2%,-18.6%,2.5%,18.1%,i,4.4%,6.0%
Cc1nn(CCCC(=O)Nc2ccc(Br)cc2F)c(C)c1[N+](=O)[O-],0.2%,1.0%,?,8.9%,15.9%,-30.3%,-6.6%,-6.2%
CCn1c(SCC(=O)NC2CC2)nnc1-c1csc(C)c1,5.7%,8.3%,1.0%,-5.2%,17.9%,i,-22.6%,6.3%
CCn1c(SCC(=O)Nc2ccccc2N2CCOCC2)nnc1-c1ccccc1O,0.1%,3.3%,-1.4%,1.0%,13.1%,-0.3%,-3.9%,-6.6%
CCN(CC)CCn1c2ccccc2c(=O)c2c(O)ccc(O)c21,-0.8%,6.3%,?,?,·,i,0.6%,1.2%
CCc1cc(=O)oc2cc(OC(C)=O)cc(OC(C)=O)c12,13.5%,7.3%,-8.3%,2.0%,2.4%,-18.4%[57.5 µM],-1.6%,-0.4%
CCOC(=O)C1(CCCc2ccccc2)CCN(C(=O)Cc2nonc2C)CC1,-3.0%,1.6%,9.1%,6.8%,50.6%,-13.8%,-6.1%,-12.4%

# Quoted from the listing:
# In EPAC1 ag, Cn1nc(C(=O)Nc2ccc(S(=O)(=O)N3CCCC3)cc2)ccc1=O is entered as 0.0%
# In FUS suppressor, CCc1cc(=O)oc2cc(OC(C)=O)cc(OC(C)=O)c12 is entered as 2.4%
# In EPAC2 ag, COc1cc(OC)cc(C(=O)NNC(=O)CCC(=O)c2cccs2)c1 is entered as 9.2%
# In EPAC1 antagonist, CCn1c(SCC(=O)NC2CC2)nnc1-c1csc(C)c1 is entered as -22.6%

# A portion of the library, so the mix of outcomes need not match the whole.
